Assay outcomes deposited in PubChem BioAssay by several laboratories.
ADAM10 inh: human ADAM10 inhibitors, primary screen, biochemical, QFRET, HTS | AID 720582, 2013 | Disintegrin and metalloproteinase domain-containing protein 10 (Homo sapiens), O14672 | 370,000 compounds, 0.62% hits | recombinant ADAM10, EDANS/DABCYL FRET peptide cleavage, 3 h | inhibition, % at 7 µM;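 active = inhibition above a per-campaign cutoff equal to the mean of compounds falling between control-based bounds plus 3 SD, cut at about 20% in these data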;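 also: 0% = DMSO wells while the 100% control is not disclosed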
Target sequence (O14672 214-748 limits assumed): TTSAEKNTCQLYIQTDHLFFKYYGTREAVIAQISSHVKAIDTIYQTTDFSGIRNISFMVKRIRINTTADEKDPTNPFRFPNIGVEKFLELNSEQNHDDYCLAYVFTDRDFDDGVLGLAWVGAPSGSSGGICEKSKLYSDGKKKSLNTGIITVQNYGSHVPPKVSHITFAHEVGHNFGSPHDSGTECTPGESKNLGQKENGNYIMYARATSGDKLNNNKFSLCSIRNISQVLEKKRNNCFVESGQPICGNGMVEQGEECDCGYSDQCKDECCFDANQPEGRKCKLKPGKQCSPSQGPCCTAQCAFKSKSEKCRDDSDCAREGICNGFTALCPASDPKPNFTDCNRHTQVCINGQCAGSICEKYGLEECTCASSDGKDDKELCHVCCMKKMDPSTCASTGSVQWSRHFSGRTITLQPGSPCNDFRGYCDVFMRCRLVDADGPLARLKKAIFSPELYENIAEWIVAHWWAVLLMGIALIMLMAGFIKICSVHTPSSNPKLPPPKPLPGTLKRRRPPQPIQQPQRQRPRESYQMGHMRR
DAX1 inh-1: DAX1 (NR0B1) inhibitors on StAR promoter, primary screen, cell-based, luminescence, SF-1 (NR5A1), full-length DAX-1. 370,000 compounds, 1.1% hits. inhibition, % at 6.8 µM. HEK293T StAR-luciferase reporter, SF-1/DAX-1 repression relief. AID 652010, 2013;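 active = inhibition above the mean over all tested compounds plus 3 SD, cut at about 3.6% in these data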;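 also: 0% = DAX-1 cells with DMSO and 100% = cells lacking DAX-1 with DMSO; higher inhibition means more luminescence from relief of DAX-1 repression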
hcDAF12 agonist: H. contortus DAF-12 nuclear receptor activators, primary screen, cell-based, luminescence, HEK293, lit1-tk-luc reporter; HEK293 hcDAF-12 lit1-tk-luc reporter; 0% DMSO, 100% Δ7-dafachronic acid; activation, % at 6.8 µM; 370,000 compounds, 1.4% hits;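 active = activation above the mean of all tested compounds plus 3 SD, cut at about 5.5% in these data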;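 also: 100% = response to 3 µM Δ7-dafachronic acid high control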
sPLA2-III inh: human group III sPLA2 inhibitors, primary screen, biochemical, QFRET, BODIPY PC-A2 liposome substrate | Group 3 secretory phospholipase A2 (Homo sapiens), Q9NZ20 | QFRET BODIPY PC-A2 liposome hydrolysis, fluorescence | inhibition, % at 12.2 µM | 370,000 compounds, 0.56% hits;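 active = inhibition above mean plus 3 SD of compounds lying within the high and low control bounds, cut at about 19% in these data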;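 also: 0% = median of test compound wells and 100% = no enzyme DMSO wells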
Target sequence (Q9NZ20 whole entry, looked up): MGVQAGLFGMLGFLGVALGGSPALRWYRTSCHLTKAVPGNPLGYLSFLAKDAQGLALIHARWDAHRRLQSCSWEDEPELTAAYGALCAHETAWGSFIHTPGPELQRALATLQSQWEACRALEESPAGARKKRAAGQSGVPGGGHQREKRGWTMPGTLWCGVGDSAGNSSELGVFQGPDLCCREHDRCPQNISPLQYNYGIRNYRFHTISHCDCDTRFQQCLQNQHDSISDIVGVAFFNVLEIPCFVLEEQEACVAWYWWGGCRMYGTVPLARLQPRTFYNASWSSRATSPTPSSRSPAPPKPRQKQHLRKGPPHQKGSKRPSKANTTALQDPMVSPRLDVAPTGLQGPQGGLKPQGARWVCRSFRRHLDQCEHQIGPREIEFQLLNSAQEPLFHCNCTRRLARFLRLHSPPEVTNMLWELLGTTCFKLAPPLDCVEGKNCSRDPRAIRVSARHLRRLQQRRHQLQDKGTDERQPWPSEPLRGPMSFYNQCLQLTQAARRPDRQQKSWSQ
hgDAF12 agonist: H. glycines DAF-12 receptor agonists, primary screen, cell-based, luminescence, HEK293, GAL4 fusion, UAS-luciferase; 370,000 compounds, 1.8% hits; Nuclear hormone receptor DAF-12 (Heterodera glycines), GAL4 fusion; HEK293 GAL4-hgDAF12 UAS-luciferase reporter, agonist luminescence; normalized to butyrate control; AID 687014, 2013; activation, % at 6.8 µM;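 active = activation above a cutoff set at the mean of all screened compounds plus 3 SD, cut at about 10% in these data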;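 also: 0% = DMSO wells and 100% = sodium butyrate wells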
SMARCA2 activ: SMARCA2 (BRM) function activators, primary screen, cell-based, luminescence, high throughput; MG213 cells, MMTV-luciferase reporter, dexamethasone, overnight; activation, % at 9.1 µM; 370,000 compounds, 1% hits; in the data active = activation above about 7.8%;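 also: 0% = vehicle wells and 100% = reference activator wells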
ssDAF12 agonist: S. stercoralis DAF-12 nuclear receptor activators, primary screen, cell-based, luminescence, HEK293, GRIP1 co-expression, lit1-tk-luc; Nuclear hormone receptor DAF-12 (Strongyloides stercoralis); HEK293 ssDAF-12/GRIP1 lit1-tk-luc reporter; % of 3 µM dafachronic acid response; activation, % at 6.8 µM; 370,000 compounds, 1% hits; AID 652126, 2013;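 active = activation above the mean over all tested compounds plus 3 SD, cut at about 0.9% in these data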;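 also: 0% = DMSO-only wells and 100% = 3 µM delta7-dafachronic acid wells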
DAX1 inh-2: DAX1 (NR0B1) inhibitors, primary screen, cell-based, HEK293, Gal4-DAX1, luciferase luminescence | Nuclear receptor subfamily 0 group B member 1 (Homo sapiens), P51843 | HEK293 Gal4-DAX1 luciferase reporter | inhibition, % at 6.75 µM | 340,000 compounds, 0.99% hits | AID 504766, 2011;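 active = inhibition above the mean over all tested compounds plus 3 SD, cut at about 4.2% in these data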;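 also: 0% = DAX1-transfected cells with DMSO and 100% = empty-vector control cells with DMSO; inhibition shows as a rise in luminescence from relieved DAX1 repression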
NPR2 activator: human GC-B receptor activators, primary screen, HEK293 GC-B cells, cGMP TR-FRET, EC30 CNP | 0% at EC30 CNP, 100% saturating CNP | Atrial natriuretic peptide receptor 2 (Homo sapiens), P20594 | activation, % at 10 µM | 370,000 compounds, 0.11% hits;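 active = activation at 10 µM reaching about 35% in either raw or pattern-adjusted values, limit read from the data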
GC-A act: GC-A stimulated cGMP production enhancers – HEK293 GC-A cells, cGMP TR-FRET, EC30 ANP, primary screen. 370,000 compounds, 0.14% hits. activation, % at 10 µM. AID 1671463, 2021. Atrial natriuretic peptide receptor 1 (Homo sapiens), P16066. 0% at EC30 ANP, 100% saturating ANP; in the data active = activation above about 40%
GAA850 FXN act: FXN promoter activators, primary screen, cell-based, luciferase luminescence, HEK293 lucGAA850 | HEK293 lucGAA850 FXN promoter luciferase reporter, 24 h; percent of 10 µM SAHA response | activation, % at 6 µM | 360,000 compounds, 0.56% hits;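 active = activation above the average of all compounds screened plus 3 SD, cutoff fixed separately per campaign, cut at about 7.5% in these data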;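 also: 0% = DMSO wells and 100% = 10 µM SAHA wells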
Numbers without * were called inactive; · = not tested or not shown.

Start of the data: the first two entries as a preview:
SMILES	ADAM10 inh	DAX1 inh-1	hcDAF12 agonist	sPLA2-III inh	hgDAF12 agonist	SMARCA2 activ	ssDAF12 agonist	DAX1 inh-2	NPR2 activator	GC-A act	GAA850 FXN act
COc1cc(/C=N/NC(N)=O)ccc1OCC(=O)Nc1ccc(C)c(C)c1	6	-0.7	-0.8	-5	1.3	0	-1.3	1.9	1	0	2.1
CCOC(=O)C1(Cc2ccccc2)CCCN(CCO)C1 (centres undefined)	-2	0.3	0.4	-9	-2.0	0	-1.4	2.2	6	6	-0.3

All compounds of this part, from the first entry:
SMILES	ADAM10 inh	DAX1 inh-1	hcDAF12 agonist	sPLA2-III inh	hgDAF12 agonist	SMARCA2 activ	ssDAF12 agonist	DAX1 inh-2	NPR2 activator	GC-A act	GAA850 FXN act
COc1cc(/C=N/NC(N)=O)ccc1OCC(=O)Nc1ccc(C)c(C)c1	6	-0.7	-0.8	-5	1.3	0	-1.3	1.9	1	0	2.1
CCOC(=O)C1(Cc2ccccc2)CCCN(CCO)C1 (centres undefined)	-2	0.3	0.4	-9	-2.0	0	-1.4	2.2	6	6	-0.3
Cc1ccc(Nc2nnc(-c3ccc4c(c3)OCO4)o2)c(C)c1	-4	0.6	-0.2	-5	3.6	3	-1.4	0.1	1	3	-1.1
CSCCOC(=O)COc1ccc(/C=N/NC(=O)c2nn(C)cc2Cl)cc1	1	1.9	0.2	4	1.8	1	-1.4	1.3	-4	-3	2.4
O=C(NCCC1=CCCCC1)c1cnccn1	-10	0.7	1.1	1	7.3	-2	0.7	1.0	4	-1	2.1
Cc1ccc(C(=O)Nc2cccc([N+](=O)[O-])c2)cc1S(=O)(=O)Nc1cccc(C(=O)O)c1	-5	-0.3	-1.6	-18	4.5	-3	-1.4	0.4	-5	-4	1.8
CCC(Sc1ncccc1C(=O)Oc1cccc([N+](=O)[O-])c1)C(=O)Nc1ccccc1OC (centres undefined)	-6	-0.6	1.9	-4	-1.3	-1	-1.7	-0.7	3	4	1.4
COc1ccc2cc(Br)ccc2c1CC(=O)N(C)C	-2	-0.3	-0.5	-4	-0.8	-3	-1.6	2.5	-1	0	-1.7
Cc1ccsc1C(=O)NNC(=S)NCC(C)C	-16	0.7	-0.9	9	-0.9	1	-1.9	0.8	5	3	2.6
COC(=O)c1ccc(C(NC(=O)OCc2ccccc2)/C(F)=C/[C@@H](C)C(=O)O)cc1 (some centres undefined)	-3	0.1	-0.6	-2	-1.1	2	-1.2	0.6	-6	-1	0.5
O=C1Nc2ccccc2C12OCC1(CO2)COC2(OC1)C(=O)Nc1ccccc12 (centres undefined)	10	0.1	-1.2	-29	3.4	0	-1.5	-0.8	-4	-9	0.6
CC(C)Cn1c(-c2nn(C)cc2Cl)n[nH]c1=S	-76	0.1	0.3	-5	1.7	-1	-1.2	0.7	-7	3	-1.7
CC(NC(=O)c1ccc2c(c1)OCO2)c1ccccc1 (centres undefined)	-7	-0.2	-0.7	3	-1.1	1	-0.7	-0.3	-3	5	-1.0
Clc1ccc(C2[C@H]3CN(CC4CCCCC4)[C@H](c4ccccc4)C34CC2(c2cccnc2)C4)cn1 (some centres undefined)	1	-0.1	0.1	-1	0.4	0	-0.9	0.8	4	-3	-1.7
COc1ccc(Br)c(C(=O)OCC(=O)NC2CCCCCC2)c1	-4	-0.6	-2.0	2	0.2	-3	-1.4	1.5	-9	-2	0.4
O=c1sc2ccccc2n1COc1ccc(Cl)cc1	3	0.7	0.1	-1	8.7	3	-0.4	1.2	-10	5	0.7
Cc1nnc(SC(C)C(=O)Nc2ccc(Cl)cc2Cl)[nH]c1=O (centres undefined)	-6	0.5	-1.3	11	1.5	-1	-0.6	0.4	-5	-2	2.1
O=c1c2ccccc2nc(-c2ccccc2)n1CCN1CCOCC1	7	-0.6	0.3	9	-1.5	2	-0.3	3.2	2	1	-0.2
CCN(CC)C1CCN(C(=O)c2cc(COc3ccc(-n4cncn4)cc3)on2)C1 (centres undefined)	-9	0.0	-0.1	-9	-2.5	0	-1.5	1.4	-4	-2	3.0
NNc1nc(N)c2c(n1)-c1ccccc1CC21CCCC1	-271	-0.5	-1.6	14	-4.2	-5	-1.8	-0.3	2	-1	-1.3
CC(Sc1nc(C(C)(C)C)cc(-c2ccccc2)c1C#N)C(=O)Nc1ccccc1 (centres undefined)	3	-0.4	-1.0	0	1.4	-1	-1.4	-0.5	3	-1	0.5
Cc1c(CC(=O)NCC(=O)O)c(=O)oc2cc3occ(-c4ccccc4)c3cc12	-73	-0.2	-0.4	3	0.3	-3	-0.2	-0.3	-1	3	-0.7
CCOC(=O)CCCNC(=O)COC(=O)c1cc(Br)c(Br)s1	-1	0.1	0.5	-7	1.1	-1	-1.4	-1.2	-2	4	-1.0
N#Cc1ccc(S(=O)(=O)NC2CCN(Cc3ccccc3)CC2)cc1	3	0.6	1.1	-15	-0.4	-4	-1.1	0.0	-2	-4	-1.0
Cc1ccc(-c2ccc(C(=O)O)o2)cc1Cl	-5	2.3	0.1	0	0.7	-2	-1.2	3.3	-4	0	2.6
Cc1nnc(SCC(=O)N2CCCC(N3CCN(c4ccc(F)cc4)CC3)C2)o1 (centres undefined)	-5	0.1	-0.9	5	-1.2	-1	0.2	0.5	-1	-1	0.6
Cc1cc(C)nc(SCCn2c(N3CCOCC3)nc3c2c(=O)[nH]c(=O)n3C)n1	-2	0.5	-0.1	3	0.2	0	-1.1	3.0	-1	0	0.2
CCOc1ccc(OCCC(=O)OCC(=O)c2c(N)n(C)c(=O)n(C)c2=O)cc1	3	0.3	-0.4	-13	-0.6	-2	-0.9	1.1	-7	0	-0.8
CCN(CCS(=O)(=O)c1ccc(Cl)cc1)C(=O)Nc1ccc(Cl)cc1	2	0.3	-0.2	-4	1.1	-2	-1.9	-1.6	5	-1	-0.8
CC(=O)Nc1sc(C)c(C)c1C(=O)OCC(=O)N(C)C1CCS(=O)(=O)C1 (centres undefined)	-8	-0.1	0.9	-2	1.1	-2	-0.9	-0.3	-2	1	1.7
CC(=O)c1cc(-c2ccc(Cl)c(C(F)(F)F)c2)c(=O)n2c1CCC2	-48	-1.2	1.2	6	0.0	-2	-1.5	·	20	3	·
CSc1ccccc1C(=O)NC(C)c1ccc(-n2ccnc2)cc1 (centres undefined)	-4	-0.6	-0.8	9	-1.4	-1	-0.9	1.2	0	-1	1.3
Cc1ccc(NC(=O)C(C)OC(=O)COc2cccc(C(F)(F)F)c2)cc1 (centres undefined)	5	1.9	-0.2	-11	0.7	0	-1.4	0.7	-4	-1	2.4
N#Cc1ccc(Oc2nc(C(N)=O)cc(-c3ccccc3)n2)cc1	1	0.1	0.3	-2	1.8	-2	-0.8	-0.7	-10	-7	2.0
O=C(c1cccs1)N1C[C@@H](O)[C@H](n2cc(-c3ccc(F)cc3)nn2)C[C@@H]1c1ccc(Cl)cc1	4	-1.3	-1.2	-14	-2.3	-5	-1.0	0.0	-6	-10	-0.6
C/C(=N\NC(=O)C(=O)Nc1ccc(C)c(Cl)c1)c1ccncc1	-7	0.0	4.9	-2	-1.3	1	-1.4	1.4	-2	3	0.3
COc1ccc([C@H]2CC(=O)C=C(c3ccc4c(c3)OCO4)C2)cc1	-10	0.3	4.0	-3	0.8	0	-1.2	0.1	-1	3	2.1
COc1ccc(NC(C)C(=O)Nc2cc(C(F)(F)F)ccc2N2CCOCC2)c(OC)c1 (centres undefined)	15	1.4	14*	12	-1.2	1	-1.8	-1.6	-6	-4	-1.4
COc1ccc(N(CC(=O)NC2CCCC2)C(=O)Cn2nnc(-c3ccc(OC)c(OC)c3)n2)c(OC)c1	4	-0.4	-0.6	-5	-2.3	-1	-1.4	-0.4	-6	4	0.3
COc1cccc(N2CC34C=CC(O3)C(C(=O)O)C4C2=O)c1 (centres undefined)	0	1.1	-0.7	-5	3.2	-2	-0.6	1.9	6	3	0.7
C/C(=N\NC(=O)c1cccc([N+](=O)[O-])c1)c1ccco1	-3	0.1	-0.6	-2	5.5	2	-0.8	-1.2	2	0	3.0
CCOC(=O)c1c(NC(=O)c2cccs2)sc(C(=O)N(C)C)c1C	-18	-1.0	-3.5	-3	-3.2	0	-1.7	0.5	9	5	-1.0
COc1ccc(NC(=S)NC2CCCC2)c(OC)c1	9	0.1	-0.7	18	-0.8	-1	-1.2	-1.7	1	0	0.4
CC(=O)/C(=N\Nc1cccc(Cl)c1)Sc1cccc2cccnc12	6	-0.4	2.4	7	-1.0	-3	-0.2	-1.4	-8	-6	0.9
CCOc1ccc(OCC)c(NC(=O)CCS(=O)(=O)c2ccc(C)cc2)c1	-6	-0.7	-0.9	1	3.6	1	0.3	0.4	2	0	-0.1
Cc1sc2ncnc(N3CCC(C(=O)Nc4ccc(Cl)cc4Cl)CC3)c2c1C	-16	0.5	-1.4	-5	4.3	-2	-1.1	-0.5	-2	-2	0.2
CCOC(=O)c1c(NC(=O)CSc2nnc(C)c(=O)[nH]2)sc2c1CCC2	13	0.2	-0.2	2	0.5	3	-0.2	-0.8	-3	0	-0.1
Cc1cc(C(=O)N2CCC2(C)C(=O)Nc2cccc3ccccc23)nn1C (centres undefined)	-2	0.7	-0.7	11	3.0	3	-1.4	·	5	1	0.0
CCOC(=O)c1cccc(Nc2nc(-c3cccnc3)nc3ccccc23)c1	-55	-3.4	-2.7	-33	-3.7	-3	-2.0	-1.8	17	22	-2.5
CCC(OC(=O)c1ccco1)C(=O)NCc1ccc(C)cc1 (centres undefined)	-2	0.5	-1.1	2	-2.4	-2	-1.7	0.5	1	-3	-1.2
CCOc1ncccc1C(=O)OCC(=O)Nc1ccc2c(c1)OCCO2	-7	0.8	-0.4	0	0.3	1	-1.0	0.9	5	1	1.6
CC1=NCCN1S(=O)(=O)c1c(C(C)C)cc(C(C)C)cc1C(C)C	4	-0.6	0.4	-14	-2.2	-4	-1.6	0.4	-2	-4	-1.0
CCC(Oc1ccccc1)C(=O)Nc1nnc(C(F)(F)F)s1 (centres undefined)	9	-1.3	-1.2	-10	-1.4	0	-0.9	0.6	-2	1	-0.5
